Compound activity from PubChem BioAssay.
PfHsp90 yeast 2 – reduces growth (ATP signal) of yeast expressing P. falciparum Hsp90. inhibition, % at 9.4 µM. S. cerevisiae expressing PfHsp90, BacTiter-Glo ATP, 48 h; yeast lacking PDR1 and PDR3 efflux regulators. 0.32% of 310,000 active. AID 504621;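 active = every replicate shows inhibition above about 80%, whatever the replicate mean, limit read from the data; inconclusive = mean inhibition reaches the set limit but some replicate falls short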;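 note: 0% = DMSO neutral controls and 100% = 20 µM radicicol positive controls; yeast relying on Plasmodium falciparum Hsp90 in place of its own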
CAL PDZ FP-1 – blocks peptide binding to the human CAL PDZ domain; purified CAL PDZ, TMR-peptide fluorescence polarization, 1 h; inhibition, % at 24.9 µM; AID 602252; Q9HD26; 0.92% of 300,000 active;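 active = mean inhibition of at least 30% with at least half of replicates also reaching 30%; inconclusive = no clear call, values can overlap the other calls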;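 note: 0% = DMSO neutral control and 100% = excess unlabeled competitor peptide PRC23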
MITF act – MITF TRPM1 promoter activation in melanoma cells; SK-MEL-5 TRPM1-promoter luciferase, 24 h; % of positive control, neutral wells = 0; activation, % at 12.5 µM; 0.75% of 300,000 active; AID 588334;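 active = mean activation of at least 80% with every replicate also reaching 80%; inconclusive = mean reaches 80% but some replicate falls short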;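 note: 0% = neutral control wells and 100% = parthenolide positive control wells; values of inactives mirror those of a sister screen read the other way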
NSD2 inh – NSD2 (human) methyltransferase inhibition. O96028. NSD2 peptide methylation, AlphaScreen, 120 min. inhibition, % at 12.5 µM. 0.54% of 310,000 active; in the data active = inhibition above about 50%
PvdQ acylase – P. aeruginosa PvdQ acylase inhibition. purified PvdQ acylase, fluorescence plate reader. inhibition, % at 10 µM. 0.063% of 340,000 active; in the data active = inhibition above about 30%, passing the limit was not always enough; inconclusive = no clear call, values can overlap the other calls;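 note: 0% = vehicle neutral wells and 100% = reference inhibitor wells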
dFosB act – enhances mouse delta FosB homodimer DNA binding; P13346; purified delta FosB, TAMRA-CDK5 oligo fluorescence polarization; percent of positive-control signal above neutral wells; activation, % at 25 µM; 0.99% of 340,000 active; AID 493131;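 active = mean activation above about 17%, with every replicate also reaching it, limit read from the data, passing the limit was not always enough; inconclusive = only one of the two conditions met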;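 note: fluorescence polarization rise as delta FosB binds a TAMRA Cdk5 AP-1 oligo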
CAL PDZ FP-2 – inhibitors of human CAL PDZ peptide binding; purified CAL PDZ, TMR-peptide fluorescence polarization, 1 h; inhibition, % at 20 µM; 0.02% of 330,000 active; AID 504414;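 active = highest replicate inhibition of at least 40%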;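 note: plate controls were DMSO neutral control wells for no effect and unlabeled competitor peptide control wells for full effect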
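material = purified tagged CAL PDZ domain construct (CerCALP) | buffer or medium = sodium phosphate/NaCl buffer pH 7.4 with TCEP, IgG, Thesit | reagent = TMR-labelled reporter peptide T*-PRC34 bound in PDZ groove | incubation = 1 h room-temperature incubation prior to read | measured by = fluorescence polarization (mP) | evaluation = percent inhibition from loss of millipolarization | control set = unlabelled peptide and DMSO controls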
SR-BI DiI inh – inhibitors of mouse SR-BI mediated HDL lipid uptake | Q61009 | ldlA[mSR-BI] CHO cells, DiI-HDL uptake fluorescence, 3 h | inhibition, % at 12.5 µM | 0.96% of 320,000 active | AID 488896;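 active = mean replicate inhibition of at least 70% and a set share of replicates each scoring 70 or more; inconclusive = meets just one of the two criteria; inactive = fails both criteria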;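 note: 0% = median of neutral control wells and 100% = median of positive control wells; values of inactives mirror those of a sister screen read the other way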
Target sequence (Q61009 whole entry, looked up): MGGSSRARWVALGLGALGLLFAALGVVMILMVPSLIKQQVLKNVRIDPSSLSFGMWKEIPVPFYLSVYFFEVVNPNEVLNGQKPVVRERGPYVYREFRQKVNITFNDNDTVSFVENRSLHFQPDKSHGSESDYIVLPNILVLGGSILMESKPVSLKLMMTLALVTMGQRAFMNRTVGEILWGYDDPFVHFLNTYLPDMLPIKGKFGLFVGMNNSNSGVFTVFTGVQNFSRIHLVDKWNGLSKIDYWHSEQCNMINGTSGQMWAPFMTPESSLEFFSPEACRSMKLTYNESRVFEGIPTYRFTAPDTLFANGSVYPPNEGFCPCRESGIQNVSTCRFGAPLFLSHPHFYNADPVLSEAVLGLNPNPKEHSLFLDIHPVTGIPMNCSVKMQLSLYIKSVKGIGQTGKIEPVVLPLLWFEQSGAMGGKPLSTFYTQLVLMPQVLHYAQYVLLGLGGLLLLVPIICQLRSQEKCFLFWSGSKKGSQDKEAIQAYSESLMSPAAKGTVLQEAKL
Rtt109 Vps75 – inhibitors of Candida albicans Rtt109/Vps75 histone acetyltransferase | Q5AAJ8 | purified Rtt109/Vps75, ThioGlo CoA-SH fluorescence, 4 h | inhibition, % at 34.9 µM | 0.16% of 330,000 active | AID 540336;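 active = inhibition of at least 50% in every replicate; inconclusive = best replicate reaches 50% inhibition but some replicates fall short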
Target sequence (Q5AAJ8 whole entry, looked up): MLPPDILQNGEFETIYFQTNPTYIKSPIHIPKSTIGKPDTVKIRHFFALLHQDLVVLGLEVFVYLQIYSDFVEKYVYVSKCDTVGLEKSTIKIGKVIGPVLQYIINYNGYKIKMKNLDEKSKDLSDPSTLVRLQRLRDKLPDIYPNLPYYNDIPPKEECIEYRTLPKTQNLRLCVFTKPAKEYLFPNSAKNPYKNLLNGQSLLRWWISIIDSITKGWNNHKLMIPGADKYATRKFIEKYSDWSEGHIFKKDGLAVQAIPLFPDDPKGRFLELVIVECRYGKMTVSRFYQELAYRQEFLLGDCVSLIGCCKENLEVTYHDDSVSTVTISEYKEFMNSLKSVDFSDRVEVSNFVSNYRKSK
SR-BI DiI-HDL act – activators of SR-BI mediated HDL lipid uptake. activation, % at 12.5 µM. AID 504775. 0.096% of 320,000 active. CHO ldlA[mSR-BI] cells, DiI-HDL uptake fluorescence, 3 h; 100 = double the neutral-control signal;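 active = mean replicate activation of at least 60% and every replicate at or above 60%; inconclusive = mean or all-replicate condition met, but not both; inactive = mean below 60% and not all replicates reaching 60%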;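 note: 0% = median plate neutral-control signal and 100% = twice that signal; values of inactives mirror those of a sister screen read the other way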
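Assay system: LDL receptor-deficient CHO ldlA cells overexpressing murine SR-BI / Medium: BSA-supplemented, HEPES-buffered Ham's F12, pH 7.4 / Probe or stimulus: DiI-labelled HDL at 10 µg/mL final / Timing: compound with DiI-HDL co-incubation, 3 h at 37 °C / Technique: bottom-read cell fluorescence after medium removal, ex 550/em 595 nm / Measure: HDL uptake via cellular fluorescence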
* hit, by the source's call; u = inconclusive; x = no result given.

SMILES	PfHsp90 yeast 2	CAL PDZ FP-1	MITF act	NSD2 inh	PvdQ acylase	dFosB act	CAL PDZ FP-2	SR-BI DiI inh	Rtt109 Vps75	SR-BI DiI-HDL act
Cc1cccc2cc3c(NC(=O)C(C)C)nn(C)c3nc12	10	-3	-10	-7	-12	-9	-1.1	-7	-32	7
Cc1ccccc1CS(=O)(=O)c1ccc(C(=O)N2CCOCC2)cc1[N+](=O)[O-]	5	-1	-21	2	-12	-5	0.4	-4	1	4
CCOC(=O)Nc1nnc(CCc2ccccc2)s1	-10	-4	3	-1	-10	-2	-1.2	-12	5	12
c1ccc(-c2ncc(CN3CCN(c4ccccn4)CC3)[nH]2)cc1	1	-8	-2	2	-2	2	-1.6	-16	4	16
Cc1cc(C)nc(NS(=O)(=O)c2cccs2)c1	-5	-4	-21	-1	3	2	-0.2	-2	-3	2
Cc1ccc(S(=O)(=O)N2CCCN(C(C)c3nc4ccccc4c(=O)[nH]3)CC2)cc1 (configuration not stated)	x	-1	2	4	-13	-14	-0.7	-5	1	5
COC(=O)C(C)Sc1nnc(-c2ccncc2)o1 (configuration not stated)	x	-3	1	-2	-14	-1	0.7	-4	2	4
CCn1nnc(NC(=O)c2cccc(-c3cc4ccccc4oc3=O)c2)n1	x	-2	-8	3	2	-16	-3.7	25	6	-25
O=Cc1ccc(OCc2cn3ccccc3n2)cc1	-37	-4	29	0	-10	-2	0.7	-4	x	4
Cc1ccc(Cl)cc1N1CCN(Cc2nnnn2C2CCCCC2)CC1	6	2	-8	-2	-15	-9	0.1	-2	8	2
C[C@H]1CN([C@@H](C)CO)C(=O)c2cc(NC(=O)C3CCCCC3)ccc2O[C@H]1CN(C)Cc1ccc(-c2ccccc2)cc1	5	-48	-7	x	-16	12	-0.8	36	-5	-36
O=C(NCCS(=O)(=O)N1CCN(c2ccccc2)CC1)C1CCCC1	x	-2	-5	0	13	-8	-0.6	-10	3	10
O=C(CCN1CCOCC1)NNC(=S)NC(=O)c1ccccc1	-8	-3	-18	-4	-12	-3	-0.1	-33	-7	33
CCC(CC)C(=O)NCCc1ccc(S(N)(=O)=O)cc1	-19	-2	x	-2	0	3	-0.4	-4	5	4
Cc1ccc(Oc2ccc(NC(=O)C3=CC=CN4CCS(=O)(=O)N=C34)cc2)cc1	2	x	16	3	-5	-6	-3.2	-8	-1	8
COc1ccccc1OCC(=O)N1CCCC(Nc2ccc(C)c(C)c2)C1 (configuration not stated)	7	-22	2	8	-20	-3	0.3	2	9	-2
Cc1cccn2c(Nc3ccccc3)c(-c3ccccn3)nc12	-26	0	-22	10	2	-12	-1.8	x	-2	x
COCCNc1ccc(N2C(=O)CCCC2=O)cc1[N+](=O)[O-]	-15	7	9	1	8	-4	-2.6	x	13	x
Cc1cc(-c2nnc(SCC(=O)Nc3ccc(F)c(F)c3)n2N)n[nH]1	-6	8	-4	1	-16	11	-1.1	-4	-5	4
O=C(NCc1cccnc1)c1ccc(-c2cc(Cl)ccc2Cl)o1	-14	2	-15	x	-6	-36	-3.4	18	3	-18
COc1ccc(-c2sc3cc(OC)c(OC)cc3c2-c2ccc(O)cc2)cc1	-63	-6	0	x	-1	-7	-1.4	67	-1	-67
CCOC(=O)c1nc(Nc2cc(C)cc(C)c2)c2ccccc2n1	-5	-2	2	-6	-17	-6	-4.8	16	x	-16
CC(=O)c1[nH]c(C)c(C(=O)N2CCCC(Nc3ccc(C(C)C)cc3)C2)c1C (configuration not stated)	6	-1	2	4	9	-7	-2.1	6	6	-6
Cc1cc(C)c(S(=O)(=O)c2ccccc2)c(OC(=O)c2cc(F)c(F)cc2Cl)n1	39	-1	3	2	-1	-3	-4.3	x	-13	x
O=C(CCC(=O)c1ccc(Oc2ccccc2)cc1)Nc1cccc(Cl)c1Cl	5	-5	-4	-3	-10	-7	-3.2	1	-2	-1

Carrying on.
SMILES	PfHsp90 yeast 2	CAL PDZ FP-1	MITF act	NSD2 inh	PvdQ acylase	dFosB act	CAL PDZ FP-2	SR-BI DiI inh	Rtt109 Vps75	SR-BI DiI-HDL act
CC(C)c1nnc(NC(=O)c2cnccn2)s1	50	x	10	-1	9	-1	0.3	-12	0	12
O=C(CS(=O)(=O)c1ccccc1)Nc1ccc(S(=O)(=O)Nc2ncccn2)cc1	5	4	-3	-2	-16	-2	-0.4	-9	-10	9
O/N=C/c1cn(-c2ccccc2)nc1-c1ccccc1	-19	-3	35	0	-5	-19	-0.1	5	-4	-5
CCC(NC(=S)NC1CCCCC1)c1ccccc1 (configuration not stated)	x	-1	-8	-1	-15	-2	-3.3	12	1	-12
CCCC(=O)N(Cc1cc(=O)[nH]c2ccccc12)c1ccc(OC)cc1	-19	8	-13	1	-5	-4	0.5	-24	-10	24
Cc1ccc(S(=O)(=O)C2(C(=O)N3CCCCC3C)CC2)cc1 (configuration not stated)	x	-2	2	-3	6	0	-1.0	-7	4	7
CCCn1c(SCC(=O)c2c(C)[nH]c(C)c2C(=O)OCC)nc2ccccc21	-10	-1	-4	2	-15	3	-0.8	18	8	-18
O=C(c1cccc(C(F)(F)F)c1)C1CCCN(Cc2cccn2-c2ncccn2)C1 (configuration not stated)	14	7	-13	2	-7	-10	-2.4	-19	6	19
COc1cc(Cl)c(C)cc1N1C(=O)CN(Cc2ccccc2)C1=S	-8	0	-6	0	-12	-10	-0.9	x	2	x
CCCCN(C(=O)c1cccc(S(=O)(=O)N2CCCCC2)c1)C1CCS(=O)(=O)C1 (configuration not stated)	7	-3	9	0	-10	-5	-1.1	-20	-1	20
COc1ccc(N(CC(=O)Nc2ccc3c(c2)OCCO3)S(C)(=O)=O)c(OC)c1	15	-4	0	x	-4	8	1.2	-12	2	11
CCc1nnc(NC(=O)CCNC(=O)c2ccccc2Cl)s1	-7	-3	-5	-1	2	-1	-0.5	7	-3	-7
O=C(NCc1ccccn1)c1cc(-c2ccc(-c3ccccc3)cc2)nc2ccccc12	x	-3	23	3	-5	-12	-2.5	12	0	-12
CC(CCc1ccccc1)NC(=O)c1ccccc1 (configuration not stated)	11	-1	x	x	-5	0	-0.9	-10	-8	10
Cc1ccc(N(Cc2ccccc2)C(=O)c2ccc(S(=O)(=O)N3CCOCC3)cc2)cc1	33	-1	9	4	-15	-13	-2.7	31	8	-31
CC(=O)c1cccc(NC(=O)CN2C(=O)c3cccnc3Oc3ccc(Cl)cc32)c1	-19	-1	-19	1	9	-10	-2.3	22	13	-22
CCN(c1ccccc1)S(=O)(=O)c1ccc(OC)c(NC(=O)Cc2ccc(F)cc2)c1	18	-1	-11	25	-10	-2	0.3	0	-1	0
Cc1cc(C)cc(NS(=O)(=O)c2coc(C(N)=O)c2)c1	x	x	x	x	-10	-4	-6.5	-24	-9	24
CCOC(=O)C1=C(C)OC(N)=C(C#N)C1c1ccc(C)o1 (configuration not stated)	14	-3	-2	1	-5	4	-1.7	-2	-3	2
COc1ccccc1CC(=O)N1CCOCC1	-30	-4	x	-2	-11	-12	-0.6	-13	3	13
COc1ccc(-c2ccc3c(c2)S(=O)(=O)c2cccc(C(=O)NCCOc4ccccc4)c2C3=O)cc1OC	9	-4	-27	x	-14	-4	-2.4	73*	3	-73
CCC[C@@H](CNC)NC[C@H](Cc1ccccc1)NCCCCc1ccccc1	16	-1	-93	x	-2	4	-1.0	-53	6	53
O=C(CC1NC(=O)NC1=O)Nc1ccc(Cl)cc1 (configuration not stated)	19	5	8	3	-15	2	0.6	-46	-9	46
COc1ccc(C(=O)Nc2ccnn2C2CCN(Cc3ccn[nH]3)CC2)cc1	-6	-3	-12	0	-13	-7	-0.9	-6	-3	6
Cc1c(OCC(=O)N2C[C@H]3C[C@@H](C2)c2cccc(=O)n2C3)ccc2c3c(c(=O)oc12)CCCC3	-1	2	4	x	6	-10	0.5	-6	0	6

(more compounds)
SMILES	PfHsp90 yeast 2	CAL PDZ FP-1	MITF act	NSD2 inh	PvdQ acylase	dFosB act	CAL PDZ FP-2	SR-BI DiI inh	Rtt109 Vps75	SR-BI DiI-HDL act
CC(C)Sc1cc(Cl)nc(NC(=O)Nc2ccccc2)n1	8	-3	28	-2	29	2	-0.1	17	8	-17
Cc1ccc(Nc2n[nH]c(=S)s2)cc1F	22	-7	27	-4	-4	9	-1.0	13	2	-13
CC(=O)NNC1=Nc2ccccc2N(C)C(C)C1 (configuration not stated)	15	-3	-1	-2	6	3	-1.1	5	4	-5
CCOC(=O)C1CCN(S(=O)(=O)Cc2ccccc2)C1=O (configuration not stated)	-10	5	1	-5	4	-8	-0.9	x	8	x
CC(C)CC1(C)NC(=O)N(CC(=O)Nc2ccc(F)c(F)c2F)C1=O (configuration not stated)	-6	-2	-7	1	-2	-3	-0.5	9	-3	-9
CC(=O)c1ccc(OCCCC(=O)Nc2nnc(C3CC3)s2)cc1	-5	2	8	1	-3	3	-0.6	3	-10	-3
COC(=O)C1=C(C)N(Cc2ccccc2)C(=S)N[C@H]1c1cccc(F)c1	-42	-3	x	x	7	8	0.2	-13	6	13
Cc1ccc(NC(NC(=O)c2cccnc2)C(Cl)(Cl)Cl)cc1 (configuration not stated)	28	2	-4	2	-7	-1	-3.7	22	-2	-22
COc1ccc(N2CCN(CCCNC(=O)C3(S(=O)(=O)c4ccc(Cl)cc4)CC3)CC2)cc1	5	x	-6	x	2	-3	-2.2	34	-7	-34
CC(C)(C)c1cc(C(F)(F)F)n2ncc(-c3ccccc3)c2n1	-14	-3	5	2	-10	-2	-3.2	21	0	-21
O=C(NC1CCCCC1)c1cc(-c2cccs2)on1	-41	6	u	-2	-3	3	-1.7	6	13	-6
CCOC(=O)c1[nH]c(C)c(/C(O)=C2\C(=O)C(=O)N(CCCN(CC)CC)C2c2cccnc2)c1C (configuration not stated)	7	-3	7	13	-6	8	-0.8	-9	1	9
N#C/C(=C\c1c(N2CCN(Cc3ccccc3)CC2)nc2ccccn2c1=O)S(=O)(=O)c1ccccc1	13	-6	-5	x	-5	32*	-1.9	-21	-1	21
C=C1CC2C(=O)N(Cc3cc(OC)ccc3OC)C(C(=O)OCC)(C(=O)OCC)C1N2C(=O)OC(C)(C)C (configuration not stated)	11	-2	0	x	-8	-12	0.5	-12	-4	12

An unsorted share of the library, and some 4.3% of all compounds hit somewhere here.
